PAX8 reporter = PAX8 transcriptional activity inhibition; AID 652154; actives 1.2% (n = 360,000); RMG-I TPO-luciferase reporter, SteadyGlo, 24 h; inhibition, % at 12.6 µM;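 active = mean replicate inhibition at least 60% with every replicate also reaching 60%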;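 also: luciferase light reporting Pax8 driven TPO promoter activity; plate controls were median of neutral control wells for no effect and mitoxantrone controls for full effect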
S100A4 MyoIIA = blocks human S100A4 binding to myosin IIA peptide; P26447; S100A4/TAMRA-MyoIIA peptide fluorescence polarization; inhibition, % at 10.7 µM; actives 0.14% (n = 360,000); AID 652163;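 active = mean inhibition of at least 70% across replicates, with every replicate also reaching that level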
Target sequence (P26447 whole entry, looked up): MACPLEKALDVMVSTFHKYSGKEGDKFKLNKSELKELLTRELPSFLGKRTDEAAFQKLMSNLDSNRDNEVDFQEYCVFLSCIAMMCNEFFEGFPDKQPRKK
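incubation = readout 5 min after mixing, signal stable up to 60 min | system = S100A4 monomer protein | buffer or medium = HEPES pH 7.2 with CaCl2, KCl, NaCl, DTT, Triton | benchmarks = neutral control DMSO, positive control TFP | also added = fluorescent myosin IIA peptide, 5 nM | compound dosing = one concentration per compound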
EWS-Fli inh = EWS/Fli transcriptional activity inhibition; inhibition, % at 12.6 µM; A673 NR0B1-luciferase reporter, viability-normalised; actives 0.67% (n = 350,000);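 active = mean inhibition of at least 50% after viability correction, with every replicate also passing that limit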;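 also: firefly luciferase signal divided by Alamar Blue viability fluorescence both relative to DMSO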
PGC1a acetyl inh = lowers PGC1a acetylation signal in U2OS cells; actives 0.17% (n = 350,000); inhibition, % at 15.6 µM; AlphaScreen anti-acetyl-lysine; with virally co-expressed GCN5 acetyltransferase; AID 651687;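 active = every replicate shows inhibition of at least 40%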;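 also: 0% = neutral control wells and 100% = positive control wells; some results beyond the cut were filed as inactive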
FN deposit inh = fibronectin deposition inhibition; AH1F fibroblasts, Alexa488-fibronectin deposition fluorescence, overnight; inhibition, % at 12.6 µM; actives 0.086% (n = 350,000); AID 743247;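 active = mean inhibition across replicates of 30% or more, regardless of how many single replicates reach that level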;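 also: positive control wells lacked labelled fibronectin entirely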
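Test system: AH1F fibroblast monolayer depositing Alexa488-labelled fibronectin into matrix. Input: 10000 cells per well. Technique: fluorescence, ex 485 nm, em 525 nm. Buffer or medium: DMEM plus 2% serum, read in PBS. Timing: 1 h cell adhesion before compound, then overnight fibronectin incubation. Compound: single dose, pinned. Read-out basis: inhibition from reduced deposited-fibronectin fluorescence.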
ERAP1 HTS inh = ERAP1 (human) enzyme inhibition | Q9NZ08 | recombinant ERAP1, Leu-AMC fluorescence, 60 min | inhibition, % at 10.7 µM | actives 0.15% (n = 340,000);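 active = mean replicate inhibition of at least 30%, or all replicates individually reaching that 30% level; inactive = mean below 30% and not every replicate reaching it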;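 also: 0% = neutral control wells and 100% = L-leucinethiol positive control wells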
Target sequence (Q9NZ08 whole entry, looked up): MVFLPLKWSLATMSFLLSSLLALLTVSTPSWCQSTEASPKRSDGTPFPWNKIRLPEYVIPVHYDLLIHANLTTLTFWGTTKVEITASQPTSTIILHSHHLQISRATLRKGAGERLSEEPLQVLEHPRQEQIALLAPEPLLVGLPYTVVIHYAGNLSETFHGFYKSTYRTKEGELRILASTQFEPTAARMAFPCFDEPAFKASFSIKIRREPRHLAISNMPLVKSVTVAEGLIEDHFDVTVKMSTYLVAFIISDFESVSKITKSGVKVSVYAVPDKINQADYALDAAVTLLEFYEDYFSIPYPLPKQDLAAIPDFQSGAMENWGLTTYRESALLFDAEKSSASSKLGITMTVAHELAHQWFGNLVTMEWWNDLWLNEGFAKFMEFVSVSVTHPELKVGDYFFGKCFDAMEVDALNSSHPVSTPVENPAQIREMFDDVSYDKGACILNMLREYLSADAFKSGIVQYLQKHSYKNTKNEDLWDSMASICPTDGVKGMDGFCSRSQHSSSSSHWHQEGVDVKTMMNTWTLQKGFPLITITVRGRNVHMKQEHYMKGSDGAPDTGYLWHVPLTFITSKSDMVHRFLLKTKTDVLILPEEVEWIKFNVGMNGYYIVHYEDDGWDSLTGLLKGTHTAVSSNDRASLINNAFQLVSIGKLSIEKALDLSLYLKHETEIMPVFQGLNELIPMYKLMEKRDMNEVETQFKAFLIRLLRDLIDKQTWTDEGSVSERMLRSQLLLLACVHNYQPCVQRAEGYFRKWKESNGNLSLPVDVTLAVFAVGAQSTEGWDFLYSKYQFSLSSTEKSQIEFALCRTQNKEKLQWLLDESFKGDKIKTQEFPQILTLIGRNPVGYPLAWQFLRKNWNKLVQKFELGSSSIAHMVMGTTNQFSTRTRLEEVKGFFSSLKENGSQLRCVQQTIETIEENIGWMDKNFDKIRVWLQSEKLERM
LGR2 inh = Drosophila LGR2 receptor signaling inhibition; HEK293 LGR2, CRE-luciferase, bursicon-stimulated, 4 h; inhibition, % at 9.99 µM; actives 0.35% (n = 380,000); AID 720647;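 active = drop in luminescence signal, shown as inhibition above about 50% in the replicate tests, limit read from the data, passing the limit was not always enough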;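 also: agonist challenge used bursicon conditioned medium at about half maximal strength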
PglD DTNB = blocks C. jejuni PglD acetyltransferase activity. purified PglD enzyme, DTNB colorimetric CoA detection. inhibition, % at 12.5 µM. actives 0.098% (n = 360,000). AID 602405; in the data active = inhibition above about 16%, passing the limit was not always enough; also: strong numbers were not always called active
Active calls of the source: *; . = not tested or not shown.

[1] CS(=O)(=O)N1[C@H](CO)[C@H](c2ccccc2)C12CN(C(=O)C1CC1)C2
[2] COc1ccccc1NC(=O)N(C)C[C@@H]1Oc2ncc(Br)cc2C(=O)N([C@H](C)CO)C[C@H]1C
[3] COCCn1c(-c2ccc(C#N)cc2)nc2c1c(=O)[nH]c(=O)n2Cc1ccccc1
[4] CCOc1ccc2ccccc2c1CNCCCN1CCOCC1
[5] CC1(C)CC(CCC(=O)NC(=S)Nc2ccccc2Cl)C(=O)O1 (stereo unspecified)
[6] COc1ccc(OCCC(=O)NCc2ccccc2)cc1
[7] CCNC(=O)COC(=O)c1ccc(-n2nc(C)cc2C)cc1
[8] CS/C(=N\S(=O)(=O)c1cccs1)Nc1ccc(F)c(Cl)c1
compound no.,1,2,3,4,5,6,7,8
EWS-Fli inh,-2,-10,-10,-2,6,.,0,-1
PAX8 reporter,-2,.,-20,-4,8,7,7,5
LGR2 inh,-7,5,14,-23,-6,.,13,5
PGC1a acetyl inh,3,-5,3,.,-6,1,8,-3
ERAP1 HTS inh,-1,-1,4,8,-2,.,-3,1
S100A4 MyoIIA,-5,-2,-10,-6,4,.,-2,-3
PglD DTNB,.,-3,5,-5,.,7,.,.
FN deposit inh,.,.,-1,1,2,-3,-2,.

Whole records, looked up by structure. Order of screens: EWS-Fli inh, PAX8 reporter, LGR2 inh, PGC1a acetyl inh, ERAP1 HTS inh, S100A4 MyoIIA, PglD DTNB, FN deposit inh
`COc1ccccc1NC(=O)N(C)C[C@@H]1Oc2ncc(Br)cc2C(=O)N([C@H](C)CO)C[C@H]1C` is entered as -10, ., 5, -5, -1, -2, -3, .
`CC1(C)CC(CCC(=O)NC(=S)Nc2ccccc2Cl)C(=O)O1` (stereo unspecified) is entered as 6, 8, -6, -6, -2, 4, ., 2
`COc1ccc(OCCC(=O)NCc2ccccc2)cc1` is entered as ., 7, ., 1, ., ., 7, -3

Following part
[9] CC(C)c1ccc(N2C(=O)C(Cl)=C(N3CCOCC3)C2=O)cc1
[10] Cc1ccsc1C(=O)OCc1nnc(-c2ccccc2)o1
[11] CC/C(=N\NC(=O)Nc1nonc1N)c1ccc(OC)c(OC)c1
[12] CO[C@H]1CN(C)C(=O)c2ccc(NC(=O)c3nc4ccccc4s3)cc2OC[C@H](C)N(Cc2cncnc2)C[C@@H]1C
[13] CC(=O)N(C)C[C@@H]1Oc2ncc(C#CC3(O)CCCC3)cc2C(=O)N([C@@H](C)CO)C[C@H]1C
[14] CO[C@H]1CN(C)C(=O)c2ccc(NC(=O)C3CC3)cc2OC[C@@H](C)N(C(=O)CN2CCOCC2)C[C@@H]1C
[15] O=C(/C(=N\Nc1ccccc1)Sc1nnnn1-c1ccccc1)c1ccccc1
[16] Cc1cccc(C=Nc2ccc3c(c2)oc2ccccc23)c1O
compound no.,9,10,11,12,13,14,15,16
EWS-Fli inh,8,-40,16,-22,-1,-1,.,-36
PAX8 reporter,19,-125,-4,-21,.,8,-6,16
LGR2 inh,-8,-110,.,6,-11,-15,11,-60
PGC1a acetyl inh,.,2,7,0,10,-6,5,4
ERAP1 HTS inh,3,1,-2,1,-1,1,.,2
S100A4 MyoIIA,-4,-4,-4,15,2,1,.,-16
PglD DTNB,.,-1,-3,-2,2,-2,16,4
FN deposit inh,2,4,5,6,-2,-1,-13,-2

[17] CCn1c(=O)[nH]c2ccccc2c1=O
[18] COc1ccc(-c2[nH]c3ccccc3c2SCCNC(=O)c2ccccc2)cc1
[19] CC1(C)Cc2c(sc(NC(=O)c3ccc4c(c3)OCCO4)c2C(N)=O)C(C)(C)N1
[20] O=S(=O)(c1cccs1)N1CCN(CCc2ccccc2)CC1
[21] O=C(NC1CCCCC1)N1CC(=O)N2[C@@H](CO)[C@H](c3ccc(-c4cccnc4)cc3)[C@@H]2C1
[22] CN1CCN(Cc2nc(Cc3cccc(F)c3)no2)CC1c1ccccc1 (stereo unspecified)
[23] CCCCN(CCCC)Cc1ccc(C(=O)NN)o1
[24] Cc1ccc2nc(C)c(CN3CCN(c4ccc([N+](=O)[O-])cc4Cl)CC3)n2c1
compound no.,17,18,19,20,21,22,23,24
EWS-Fli inh,.,1,9,-2,18,0,-2,48
PAX8 reporter,2,.,3,19,.,7,19,29
LGR2 inh,.,-28,-7,-1,10,7,.,13
PGC1a acetyl inh,0,.,-3,4,.,0,-8,.
ERAP1 HTS inh,.,1,-1,-3,-2,-1,0,4
S100A4 MyoIIA,.,-1,30,9,0,-2,4,1
PglD DTNB,17,0,1,-1,.,.,4,-1
FN deposit inh,6,2,-1,7,2,-6,-3,1

As entered above:
#17 @ PGC1a acetyl inh = 0
#19 @ FN deposit inh = -1

Carrying on:
[25] CCOc1ccccc1Nc1nc(N)nc(CN2CCCCC2C)n1 (stereo unspecified)
[26] CC(C)Sc1nnc(NC(=O)c2ccco2)s1
[27] COc1ccc(C2=NOC(C(=O)O)C2)cc1 (stereo unspecified)
[28] COc1ccc2cc(Br)ccc2c1CC(=O)NC(C)(C)C
[29] Cc1ccc(-c2nc(CN3CCN(c4cnccn4)CC3)c(C)o2)o1
[30] COc1ccc(/C=N\NC(=O)c2ccc(-c3ccccc3)cc2)c(OC)c1OC
[31] COc1ccc(C2(C(=O)NCCCN(C)C)CCOCC2)cc1
[32] O=C(NNC(=S)Nc1ccccc1C(F)(F)F)C1CC1
compound no.,25,26,27,28,29,30,31,32
EWS-Fli inh,5,-14,.,.,3,.,-8,1
PAX8 reporter,10,-75,.,6,-5,-11,-6,-1
LGR2 inh,16,17,8,3,5,8,-10,14
PGC1a acetyl inh,.,8,-5,-4,.,.,-5,6
ERAP1 HTS inh,0,0,1,.,-9,4,1,3
S100A4 MyoIIA,-12,1,3,.,7,1,0,-2
PglD DTNB,0,2,5,-3,.,1,-6,8
FN deposit inh,4,8,.,-8,.,-8,-2,4

[33] Cc1ccc(S(=O)(=O)NCCCCCC(=O)Nc2c(C)n(C)n(-c3ccccc3)c2=O)cc1
[34] CCCCN(C)S(=O)(=O)c1ccc(C(=O)Nc2nnc(C3=COCCO3)o2)cc1
[35] CC(=O)Nc1ccc(C(=O)COC(=O)C2CC3CCCC(C2)C3=O)cc1 (stereo unspecified)
[36] COc1ccccc1NC(=O)c1cnc(SCC(=O)NCCc2ccccc2)n(C)c1=O
[37] CN1CCN(C(=O)CCc2ccc(S(=O)(=O)NC3CCCCC3)cc2)CC1
[38] COCCCNCC(O)COc1cccc2[nH]c(C)cc12 (stereo unspecified)
[39] CCCNC(=O)C1CCN(S(=O)(=O)c2ccc3c(c2)OCCO3)CC1
[40] COc1ccc(CC(=O)n2[nH]c(=O)c3ccccc3c2=O)cc1OC
compound no.,33,34,35,36,37,38,39,40
EWS-Fli inh,8,1,-2,10,20,-3,7,4
PAX8 reporter,14,6,-3,20,5,2,5,-1
LGR2 inh,-8,.,-6,2,-4,-31,-15,4
PGC1a acetyl inh,-12,.,.,.,14,-4,7,.
ERAP1 HTS inh,4,-4,2,-2,-5,32*,2,5
S100A4 MyoIIA,8,-1,-4,0,-2,-1,-1,-1
PglD DTNB,1,.,1,2,.,.,-5,.
FN deposit inh,5,0,-6,.,10,.,0,7

[41] CN1C(=O)c2cc(NC(=O)Nc3ccccc3Cl)ccc2OC[C@H]2O[C@H](CC(=O)O)CC[C@@H]21
[42] COc1cccc(C#Cc2cnc3c(c2)C(=O)N([C@H](C)CO)C[C@H](C)[C@@H](CN(C)C(=O)C2CC2)O3)c1
[43] Cc1ccc(S(=O)(=O)N(C)C[C@H]2OCc3cn(nn3)CCCC(=O)N([C@@H](C)CO)C[C@H]2C)cc1
[44] COc1ccc(Cl)cc1C(=O)Nc1cccnc1Cl
[45] CCS(=O)(=O)c1ccc(-c2cccc(NC(=O)c3ccco3)c2)nn1
[46] C[C@@H]1CN([C@@H](C)CO)S(=O)(=O)c2ccc(-c3ccccc3F)cc2O[C@@H]1CN(C)C(=O)C1CC1
[47] N#Cc1cccc(NC(=O)Cc2ccccc2)c1
[48] COCC#Cc1ccc2c(c1)O[C@H](CN(C)C(=O)COC)[C@@H](C)CN([C@H](C)CO)S2(=O)=O
compound no.,41,42,43,44,45,46,47,48
EWS-Fli inh,0,11,5,-63,3,7,-3,-2
PAX8 reporter,1,.,.,-23,7,.,-25,-6
LGR2 inh,7,2,-10,-43,-7,22,-20,-5
PGC1a acetyl inh,0,-5,0,4,.,-13,.,3
ERAP1 HTS inh,.,-4,1,6,-1,2,-1,0
S100A4 MyoIIA,.,-1,5,-3,8,5,-2,6
PglD DTNB,0,2,0,-2,4,-5,.,-2
FN deposit inh,-9,.,9,-2,-2,.,5,.

The closing 2 compounds of the section above are carried over, then new ones follow:
[47] N#Cc1cccc(NC(=O)Cc2ccccc2)c1
[48] COCC#Cc1ccc2c(c1)O[C@H](CN(C)C(=O)COC)[C@@H](C)CN([C@H](C)CO)S2(=O)=O
[49] COC(c1ccccc1)c1nc2ccccc2[nH]c1=O (stereo unspecified)
[50] N#C[C@H]1[C@H](c2ccc(C3=CCCC3)cc2)[C@@H](CO)N1C(=O)c1cccc(F)c1
[51] COc1ccccc1CN1C[C@@H](C)[C@H](OC)CN(C)C(=O)c2cc(NC(=O)Nc3ccccc3OC)ccc2OC[C@H]1C
[52] CCc1ccc(NC(=O)NCc2cccnc2)cc1
[53] O=c1cc(CO)oc(C(Nc2cccc([N+](=O)[O-])c2)c2ccccn2)c1O (stereo unspecified)
[54] COc1cccc(N=C(N)N=C(N)N)c1
[55] CCOC(=O)c1cnc(-n2nc(C)cc2C)nc1NNc1nc(C)cc(C)n1
[56] CCOC(=O)c1cccc(-c2ccc(C=O)o2)c1
[57] O=C(NCc1ccccc1Cl)c1ccc(S(=O)(=O)NCc2ccco2)cc1
[58] COCc1cn(CC[C@H]2CC[C@@H](NC(=O)Nc3ccccc3)[C@H](CO)O2)nn1
[59] O=C(Nc1nc(=O)c2ccccc2s1)c1ccccc1
compound no.,47,48,49,50,51,52,53,54,55,56,57,58,59
EWS-Fli inh,-3,-2,1,-1,9,-3,-7,-6,-1,-12,14,2,.
PAX8 reporter,-25,-6,-12,5,11,-27,5,-3,-1,-87,.,-4,-154
LGR2 inh,-20,-5,-1,10,-8,-8,2,-20,8,-15,1,-5,.
PGC1a acetyl inh,.,3,-1,-5,1,-4,4,-1,3,-7,8,0,-28
ERAP1 HTS inh,-1,0,-4,1,-1,1,10,.,.,1,3,-5,.
S100A4 MyoIIA,-2,6,-2,-2,-3,7,3,-3,-9,-3,0,-5,.
PglD DTNB,.,-2,1,1,-3,4,-4,4,8,-4,-3,9,2
FN deposit inh,5,.,0,-2,9,.,2,-13,0,-5,5,.,-3

High-throughput results deposited in PubChem by Broad Institute.
